OX1R antag-1: blocks the human orexin 1 receptor. 330,000 tested, 0.43% active. inhibition, % at 5 µM. AID 434989. O43613. CHO/OX1R cells, Fluo-8 calcium fluorescence, orexin A;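 active means inhibition above its plate's threshold, mean inhibition of all tested compounds on the plate plus 3 SD, cut at about 37% in these data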;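 further: 0% = orexin A challenge wells and 100% = SB-334867-A antagonist wells; not every result past the cut was called active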
Target sequence (O43613 whole entry, looked up): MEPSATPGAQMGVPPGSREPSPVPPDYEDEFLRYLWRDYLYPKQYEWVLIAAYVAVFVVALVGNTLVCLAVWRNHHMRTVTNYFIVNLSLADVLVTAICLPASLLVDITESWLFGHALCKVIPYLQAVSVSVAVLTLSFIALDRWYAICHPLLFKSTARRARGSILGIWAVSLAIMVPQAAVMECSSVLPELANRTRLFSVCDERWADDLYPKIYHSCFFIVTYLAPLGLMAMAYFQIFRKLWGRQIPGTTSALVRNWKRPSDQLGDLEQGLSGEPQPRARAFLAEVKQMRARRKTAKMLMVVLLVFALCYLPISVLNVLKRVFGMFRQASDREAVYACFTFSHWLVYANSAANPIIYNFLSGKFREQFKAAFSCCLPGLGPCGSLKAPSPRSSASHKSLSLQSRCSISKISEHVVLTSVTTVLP
STK33 kinase inh: blocks human STK33 kinase activity; Q9BYT3; AID 2661; inhibition, % at 10 µM; purified STK33, MBP phosphorylation, ADP-Glo luminescence; 320,000 tested, 0.073% active;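 active means inhibition at or above 25%, using the most active replicate where run in duplicate; inactive means inhibition below 25%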
Target sequence (Q9BYT3 whole entry, looked up): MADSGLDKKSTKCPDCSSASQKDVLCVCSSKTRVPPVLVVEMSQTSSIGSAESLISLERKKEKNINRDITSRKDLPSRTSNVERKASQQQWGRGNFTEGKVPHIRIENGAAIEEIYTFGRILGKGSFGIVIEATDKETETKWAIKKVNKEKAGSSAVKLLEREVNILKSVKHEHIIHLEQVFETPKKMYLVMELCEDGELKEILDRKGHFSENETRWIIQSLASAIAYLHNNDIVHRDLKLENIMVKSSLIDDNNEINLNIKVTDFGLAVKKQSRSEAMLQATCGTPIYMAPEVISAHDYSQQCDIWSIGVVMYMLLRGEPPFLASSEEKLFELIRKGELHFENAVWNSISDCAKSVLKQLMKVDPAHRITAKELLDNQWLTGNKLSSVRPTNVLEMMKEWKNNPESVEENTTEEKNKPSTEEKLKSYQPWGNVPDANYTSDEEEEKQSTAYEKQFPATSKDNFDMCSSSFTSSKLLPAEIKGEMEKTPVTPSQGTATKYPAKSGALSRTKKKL
OX1R antag-2: blocks the human orexin 1 receptor | O43613 | AID 485270 | inhibition, % at 6.6 µM | 330,000 tested, 1.8% active | OX1R-expressing cells, FRET antagonist read-out; in the data active means inhibition mostly above about 38%, no sharp cut-off; inactive means mostly below about 40%;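 further: 0% = agonist challenge alone and 100% = reference antagonist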
An asterisk follows results filed as active; x = no result given.

Every second line gives: OX1R antag-1, STK33 kinase inh, OX1R antag-2
> CSc1cccc(NC(=O)Cn2cnc(S(=O)(=O)N3CCCC3)c2)c1
→ 9, -2.6, 13
> CCc1cc(C(c2ccc(OC)c(OC)c2)N2CCOCC2)c(NC(=O)c2ccccc2)s1 (configuration not stated)
→ -20, 0.5, 23
> COc1ccc(/C=N/n2cnc3c([nH]c4ccc(Br)cc43)c2=O)cc1CN1CCOCC1
→ -13, 0.4, 10
> O=C(Cc1ccccc1F)OCC(=O)N1CCN(C(=O)c2ccco2)CC1
→ -16, -0.3, 13
> Nc1ccc2nc(CCCCCCc3nc4ccc(N)cc4[nH]3)[nH]c2c1
→ -11, -3.1, 6
> CC(C)Sc1nnc(CNC(=O)C23CC4CC(CC(C4)C2)C3)n1C1CCCCC1
→ -26, -1.9, 10
> COc1ccc(CNC(=O)COC(=O)Cc2ccsc2)cc1
→ -19, -0.9, 2
> O=C(Nc1ccc(N2CCOCC2)c(Cl)c1)c1ccc(-n2cnnc2)cc1
→ -6, 0.3, 15
> CCOC(=O)c1c(C)[nH]c(C(=O)N/N=C/c2ccc(OC)c(OC)c2)c1C
→ -28, 0.3, 27
> Cc1ccc(S(=O)(=O)NCCc2nnc3ccc(SCc4cccnc4)nn23)cc1
→ -9, 0.2, 17
> CCCCN1C(=O)NC(NC(=O)C2CC2)(C(F)(F)F)C1=O (configuration not stated)
→ -5, -1.4, 12
> N#Cc1cc(N)ccc1Sc1ccccc1
→ 2, -0.1, -1
> COc1ccc(C(=O)Nc2ccc(NC(=O)c3cc(OC)c(OC)c(OC)c3)cn2)cc1
→ -23, -0.6, 36
> CCCSc1ccccc1C(=O)N1CCN(C(=O)c2ccco2)CC1
→ -24, -2.8, 16
> CCn1c(CCC(=O)Nc2cc(F)ccc2C)nc2cc(S(=O)(=O)N(C)C)ccc21
→ -17, -0.9, 15
> N#Cc1cc2cc3c(cc2nc1NCCNC(=S)NCCCN1CCOCC1)OCO3
→ -26, 2.0, 17
> O=C(COC(=O)c1ccc(S(=O)(=O)C(F)F)cc1)Nc1ccccc1C(=O)NC1CC1
→ 9, -1.6, 6
> Oc1cccc2cc3cccc(O)c3c(O)c12
→ 5, 1.1, 18
> CCOC(=O)C(=CNc1cc(C)ccc1-n1cccc1)C(=O)OCC
→ -38, 0.3, 5
> CCCc1cc(C(F)(F)F)c(C#N)c(=O)[nH]1
→ -5, -1.2, 8

Arranged by number of heavy atoms (rising): 4 of the compounds above.
Every second line gives: OX1R antag-1, STK33 kinase inh, OX1R antag-2
> N#Cc1cc(N)ccc1Sc1ccccc1
→ 2, -0.1, -1
> Oc1cccc2cc3cccc(O)c3c(O)c12
→ 5, 1.1, 18
> CCOC(=O)C(=CNc1cc(C)ccc1-n1cccc1)C(=O)OCC
→ -38, 0.3, 5
> O=C(COC(=O)c1ccc(S(=O)(=O)C(F)F)cc1)Nc1ccccc1C(=O)NC1CC1
→ 9, -1.6, 6

Continued.
Every second line gives: OX1R antag-1, STK33 kinase inh, OX1R antag-2
> N#C/C(=C\c1ccc(O)c(O)c1)C(=O)N1CCc2ccccc21
→ 6, 8.9, 15
> COc1ccc(C(O)P(=O)(OCC(C)C)c2ccc(N(C)C)cc2)c(OC)c1 (configuration not stated)
→ -16, 0.2, 9
> Cc1cc(C(=O)Cn2nc(C(=O)O)c3ccccc3c2=O)c(C)n1C1CC1
→ -9, -1.9, 4
> Cn1cccc1CNC(=S)Nc1ccccc1Cl
→ -8, -1.6, 8
> COc1cccc(OCCn2cc(C=O)c3ccccc32)c1
→ -19, 3.1, 18
> Cc1ccc(S(=O)(=O)Nc2ccc3c(c2)CCC3)cc1C
→ -7, -0.4, -1
> COc1ccc(/C=N/NC(=O)c2cccc(OC(F)(F)C(F)F)c2)cc1O
→ 8, -0.7, 35
> O=[N+]([O-])c1cc(Cl)cc(/C=N/NC(=S)Nc2ccc(S(=O)(=O)N3CCOCC3)cc2)c1O
→ -12, -2.0, 75*
> O=C(Nc1ccc([N+](=O)[O-])c(NC(=O)c2cccnc2)c1)c1cccnc1
→ 1, -1.2, 8
> COC(=O)c1ccc(NS(=O)(=O)c2ccc(-c3cc(C)no3)s2)cc1
→ -1, 0.5, 7
> O=C(O)/C=C/C(=O)Nc1ccc(-n2ccc(C(F)(F)F)n2)cc1
→ -3, -1.3, 4
> O=C(NC1CCCC1)c1ccc(CS(=O)(=O)c2ccc(Cl)cc2)o1
→ -17, -4.4, 10
> COc1ccc(CC(=O)N2CCN(c3ccccn3)CC2)cc1
→ -20, -5.6, 14
> COC(=O)c1ccccc1NC(=O)COc1ccccc1
→ -5, 1.1, 41*
> COc1ccc(/C=C/C(=O)Nc2ccccc2C)cc1S(=O)(=O)N1CCOCC1
→ -39, 0.2, 25
> CC1CN(S(=O)(=O)c2cccc(C(=O)Nc3ccc4c(c3)CCC4)c2)CC(C)O1 (configuration not stated)
→ -31, -1.4, 7
> O=C(NC1CCCCC1)c1cccs1
→ -3, -0.1, 10
> COc1ccc(-c2nc(CNS(=O)(=O)c3ccc(OC)c(OC)c3)cs2)cc1
→ -16, -0.6, 18
> CC12CCC(C(N)=O)(C1Br)C2(C)C (configuration not stated)
→ -1, -1.2, 10
> CCC(=O)Nc1ccc(N2CCN(C(=O)c3cccs3)CC2)cc1
→ -5, -0.6, 29
> O=C(Nc1ccc(-n2cc(Br)cn2)cc1)c1ccncc1
→ 13, -4.1, 11
> CSc1ccc(C(=O)N2CCC(CCC(=O)NC3CC3)CC2)cc1
→ 7, 0.2, -5
> COc1ccc(C)cc1NC(=O)C(OC(=O)CNC(=O)c1cc(C)cc(C)c1)c1ccccc1 (configuration not stated)
→ -3, 2.3, 26
> CCCCCOC(=O)c1ccccc1C(=O)O
→ -8, -1.0, 5
> CCCCN(CC)Cc1ccc(CNC(=O)Nc2ccc(OC)cc2OC)o1
→ -18, -1.2, 13
> Cc1ccc(-c2nc3ncccc3o2)cc1NC(=O)CC(C)C
→ -21, 0.5, 18
> COc1ccc(S(=O)(=O)N2CCCCCC2)cc1NC(=O)Cc1ccc(OC)c(OC)c1
→ -24, -0.6, 9
> COc1ccc(CN2CCNC(=O)C2CC(=O)N(C)Cc2nc(C)cs2)c(OC)c1 (configuration not stated)
→ -17, -0.1, 15
> O=C(COC(=O)Cn1cnc2ccccc2c1=O)Nc1cc(Cl)ccc1[N+](=O)[O-]
→ -2, -0.5, 39
> Cc1cccc(NC(=O)C(C)N2C(=O)c3ccccc3S2(=O)=O)n1 (configuration not stated)
→ -8, -1.5, 12
> CCOC(=O)C1(CC)Oc2ccccc2C(c2ccc(OC)cc2)=C1C(=O)OC (configuration not stated)
→ -8, x, 19
> O=C(N/N=C1\CCc2ccccc21)c1ccccc1O
→ -1, -2.8, 14
> NCC(O)CN1CCN(Cc2ccccc2)CC1 (configuration not stated)
→ -10, -2.0, 2
> N#CCc1ccc(NC(=O)c2cc(S(=O)(=O)N3CCOCC3)ccc2Cl)cc1
→ 14, -2.0, 24
> CCCC(=O)C1C(=O)CC(C)(C)C(c2cc(C)no2)C1=O (configuration not stated)
→ -13, -0.3, 12
> CCCN(CCO)Cc1ccc2ccccc2c1
→ -11, -1.3, 8
> Cc1c(C(=O)Nc2c(C)n(C)n(-c3ccccc3)c2=O)oc2c(Cl)cccc12
→ -19, -1.5, 12
> CCN(CC)S(=O)(=O)c1ccc(Cl)c(C(=O)NCC2CCCO2)c1 (configuration not stated)
→ -30, 0.5, 4
> CCCCCOc1ccc(CSc2ncn[nH]2)cc1
→ 0, -1.6, 4
> CC(=O)c1c(C)[nH]c(C(=O)COC(=O)C2(C)CC2(Cl)Cl)c1C (configuration not stated)
→ 16, -2.0, 6
> COc1ccc(N2CSC3=C(C#N)C(c4cccs4)CC(=O)N3C2)cc1 (configuration not stated)
→ -4, 0.8, 8
> CCCCc1nnc(NC(=O)C(C)Sc2nc(N)cc(=O)[nH]2)s1 (configuration not stated)
→ -9, -0.4, 12
> CC(=O)c1ccc(NC(=S)Nc2ccn(Cc3ccc(Br)cc3)n2)cc1
→ -17, -1.1, 7
> COc1ccc(-c2noc(CN(C)C(=O)c3ccoc3C)n2)cc1OC
→ -8, -0.1, 19
> CCn1c(=N)n(CC(=O)c2cccc(OC)c2)c2ccccc21
→ -32, 0.8, 28
> C=CCC1(C(=O)N(C)Cc2ccccc2)CCN(C(=O)OC(C)(C)C)CC1
→ -35, 1.4, 32
> CC(C)C(C(=O)Nc1nccs1)c1ccccc1 (configuration not stated)
→ -35, -1.0, 25
> Brc1cnc(N2CCCCC2)nc1N1CCOCC1
→ -6, 0.7, 12
> O=C(NC(=S)NCc1ccccc1)c1cccs1
→ -8, 0.3, 12
> O=C(CCCc1nc(-c2ccccc2Cl)no1)NCc1cccnc1
→ -29, -0.8, 11

Continued:
Every second line gives: OX1R antag-1, STK33 kinase inh, OX1R antag-2
> COCCN(C(=O)CSc1nnc(-c2cccc(F)c2)n1N)c1c(N)n(CC(C)C)c(=O)[nH]c1=O
→ -1, -0.2, -11
> Cc1csc(SCC(=O)Nc2cccc(C)c2C)n1
→ -22, -1.4, 3
> Cc1cc(C)c(S(=O)(=O)Nc2ccc(C(N)=O)cc2)c(C)c1
→ -17, -0.3, 8
> Cc1ccc2c(COC(=O)C3CC(=O)N(c4ccc5c(c4)OCCO5)C3)cc(=O)oc2c1 (configuration not stated)
→ -17, 0.4, 5
> CC(=O)c1ccc(S(=O)(=O)N2CCCc3ccccc32)cc1
→ -21, -1.7, 7
> CCn1c(=O)cc(OCC(=O)N2CCN(c3cccc(C(F)(F)F)c3)CC2)c2ccccc21
→ -8, -3.1, 4
> O=C(Nc1ccc(F)cc1)C1COc2ccccc2O1 (configuration not stated)
→ -20, -1.0, 9
> CN(C)c1nc(SCC(=O)Nc2ccc(Cl)c(Cl)c2)nc(N2CCOCC2)n1
→ -27, 2.1, 23
> O=C(NCCCCCc1nc2ccccc2[nH]1)c1ccccc1Cl
→ -22, -0.5, 1
> Cc1ccc2[nH]c(O)c(N=NC(=O)C(C)n3cnc4ccccc4c3=O)c2c1 (configuration not stated)
→ -16, -0.1, 35

In another format: results already given.
OX1R antag-1,STK33 kinase inh,OX1R antag-2,SMILES
-1,0.5,7,COC(=O)c1ccc(NS(=O)(=O)c2ccc(-c3cc(C)no3)s2)cc1
-3,-1.3,4,O=C(O)/C=C/C(=O)Nc1ccc(-n2ccc(C(F)(F)F)n2)cc1

Next part.
Every second line gives: OX1R antag-1, STK33 kinase inh, OX1R antag-2
> N#Cc1c2c(c(Nc3ccccc3)n3c1nc1ccccc13)CCC2
→ -9, 3.7, 0
> COc1ccc(CSc2nnc(C)n2N)cc1Br
→ -22, 0.3, 22
> Cc1ccc(S(=O)(=O)N[C@@H](CC(C)C)C(=O)NCc2ccco2)cc1
→ -23, -0.7, 16
> COc1cccc(NC(=O)CN(C)C(=O)c2c(C)nn(-c3ccccc3)c2Cl)c1
→ -14, -1.9, 0
> COCCNC(=O)Cn1cc(C(=O)c2cccs2)c2ccccc21
→ -13, -0.6, 3
> O=C(NCCc1ccccc1)C1CCCN(c2nc3ccccc3s2)C1 (configuration not stated)
→ -27, -0.6, 30
> COc1ccc(CNC(=O)CSc2nnc(-c3cccnc3)n2N)cc1
→ 0, 0.2, 3
> CC(=O)c1cccc(OCC(O)CNCCc2ccc(Cl)cc2)c1 (configuration not stated)
→ -6, -1.1, -1
> NC(=O)C1CCN(C2=C(NS(=O)(=O)c3ccc(Cl)cc3)C(=O)c3ccccc3C2=O)CC1
→ -34, 1.8, 179*
> CC(=O)N1c2ccccc2C2(O)N=C(C)SC12 (configuration not stated)
→ -13, 3.9, 10
> CC(C)N(C(=O)CN1C(=O)NC2(CCCCCC2)C1=O)C(C)C
→ -1, 1.4, 10
> CC(=O)Nc1ccc(NC(=O)c2cc(S(=O)(=O)N3CCCCC3)ccc2C)cc1
→ -10, x, 3
> Cc1noc(C)c1S(=O)(=O)N(C)C[C@H]1Oc2c(NC(=O)C3CCCCC3)cccc2C(=O)N([C@H](C)CO)C[C@@H]1C
→ -36, 0.1, 12
> CSc1nc(N)nc(SCC(=O)CC(=O)OC(C)C)c1C#N
→ -7, -0.2, 17
> O=C(CN(Cc1ccco1)C(=O)c1ccc(N2CCCC2=O)cc1)Nc1ccccc1C(F)(F)F
→ -32, -0.7, 14
> COc1ccc(OC)c(NC(=O)c2cc3c(Cl)nc4ccccc4c3s2)c1
→ -20, -0.3, 24
> N#CCC(=O)NNc1c([N+](=O)[O-])cc(C(F)(F)F)cc1[N+](=O)[O-]
→ -1, 1.1, 14
> NC(=O)c1cc(S(=O)(=O)N2CCN(c3ccc([N+](=O)[O-])cc3)CC2)cs1
→ 3, -0.1, 15
> CN(CC(=O)Nc1cccc(F)c1)C(=O)CC1CC2CCC1C2 (configuration not stated)
→ -7, -1.7, 7
> COc1cccc(-c2sc3cc(OC)c(OC)cc3c2-c2ccc(OCCN3CCCCC3)cc2)c1
→ 38, x, 0
> CC(C)CN(CC(C)C)C(=O)CCCC(=O)N(CC(C)C)CC(C)C
→ -18, -0.3, 27
> COc1ccc2ccn(C)c2c1
→ -7, -2.6, 4
> CSc1ccc(C(=O)C2CCCN(Cc3cccc4nccnc34)C2)cc1 (configuration not stated)
→ -29, -0.6, 31
> C=CCn1c(SCC(=O)NC2CC2)nc2ccccc2c1=O
→ -17, -0.9, 4
> Fc1ccc(NC(=S)NC2CCCCC2)c(F)c1F
→ -10, -0.7, 3
> CCN(CC)S(=O)(=O)c1cccc(NC(=O)COC(=O)CCC(=O)c2ccc(F)cc2)c1
→ -20, -1.0, 7
